Screening results from PubChem.
COUP-TFII inh: blocks human COUP-TFII nuclear receptor | P24468 | HEK293T NGFI-A luciferase reporter, luminescence | inhibition, % at 8.6 µM | 370,000 tested, 0.7% active | AID 686940;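 active means inhibition above a per-plate cutoff, mean inhibition of test wells between control levels plus 3 SD, cut at about 38% in these data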;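 further: cells cotransfected with COUP-TFII expression vector driving the NGFI-A reporter; 0% = median of COUP-TF2 test wells and 100% = reporter-only cells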
LRH-1 inv ag: NR5A2 inverse agonism in reporter assay. O00482. 360,000 tested, 0.13% active. HEK293T StAR-luciferase reporter, LRH-1 transfected, 24 h. inhibition, % at 3.6 µM;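 active means inhibition above the mean inhibition of all tested compounds plus 3 SD, cut at about 73% in these data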;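 further: 0% = DMSO wells and 100% = reporter-only cells lacking LRH-1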
EBV LMP1 NFkB: Epstein-Barr LMP1 NF-kappaB reporter inhibition; LMP1-induced NF-kappaB luciferase reporter cells, luminescence; inhibition, % at 12.5 µM; 350,000 tested, 0.69% active; in the data active means inhibition above about 41%;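 further: 0% = neutral control wells and 100% = reference inhibitor control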
KKLEB tox: CF airway cell cytotoxicity counter-screen; KKLEB CF airway cells viability, ATPlite luminescence, overnight; stronger effect = lower value; cells stimulated with P. aeruginosa culture filtrate; 360,000 tested, 0.36% active; AID 602141; activity change (cytotoxicity), % at 5 µM;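 active means corrected activity change at or below -50% at 5 µM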
TWEAK-Fn14 inh: inhibitors of TWEAK-Fn14 interaction signaling | TWEAK-stimulated Fn14 reporter cells, luciferase luminescence, 8 h | AID 1159606 | inhibition, % at 10 µM | 360,000 tested, 2% active; in the data active means inhibition above about 50%
C8 TRAIL sens: sensitizes caspase-8 expressing cells to TRAIL. inhibition (viability loss, TRAIL sensitization), % at 10 µM. NB7+C8 cells + TRAIL, ATPlite viability luminescence. 360,000 tested, 1% active;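 active means compounds causing at least 50% loss of cell viability in the single-dose screen, relative to plate controls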
NCOA1 inh: inhibitors of human steroid receptor coactivator 1 (SRC1). Q15788. AID 588354. HEK293 GAL4-SRC1 luciferase reporter, luminescence. 360,000 tested, 0.12% active. inhibition, % at 3.6 µM;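 active means inhibition above the campaign mean plus 3 SD, with each screening campaign given its own cutoff, cut at about 60% in these data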;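 further: 0% = DMSO treated cells and 100% = gossypol at 36 µM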
Target sequence (Q15788 whole entry, looked up, the tested form may be a part): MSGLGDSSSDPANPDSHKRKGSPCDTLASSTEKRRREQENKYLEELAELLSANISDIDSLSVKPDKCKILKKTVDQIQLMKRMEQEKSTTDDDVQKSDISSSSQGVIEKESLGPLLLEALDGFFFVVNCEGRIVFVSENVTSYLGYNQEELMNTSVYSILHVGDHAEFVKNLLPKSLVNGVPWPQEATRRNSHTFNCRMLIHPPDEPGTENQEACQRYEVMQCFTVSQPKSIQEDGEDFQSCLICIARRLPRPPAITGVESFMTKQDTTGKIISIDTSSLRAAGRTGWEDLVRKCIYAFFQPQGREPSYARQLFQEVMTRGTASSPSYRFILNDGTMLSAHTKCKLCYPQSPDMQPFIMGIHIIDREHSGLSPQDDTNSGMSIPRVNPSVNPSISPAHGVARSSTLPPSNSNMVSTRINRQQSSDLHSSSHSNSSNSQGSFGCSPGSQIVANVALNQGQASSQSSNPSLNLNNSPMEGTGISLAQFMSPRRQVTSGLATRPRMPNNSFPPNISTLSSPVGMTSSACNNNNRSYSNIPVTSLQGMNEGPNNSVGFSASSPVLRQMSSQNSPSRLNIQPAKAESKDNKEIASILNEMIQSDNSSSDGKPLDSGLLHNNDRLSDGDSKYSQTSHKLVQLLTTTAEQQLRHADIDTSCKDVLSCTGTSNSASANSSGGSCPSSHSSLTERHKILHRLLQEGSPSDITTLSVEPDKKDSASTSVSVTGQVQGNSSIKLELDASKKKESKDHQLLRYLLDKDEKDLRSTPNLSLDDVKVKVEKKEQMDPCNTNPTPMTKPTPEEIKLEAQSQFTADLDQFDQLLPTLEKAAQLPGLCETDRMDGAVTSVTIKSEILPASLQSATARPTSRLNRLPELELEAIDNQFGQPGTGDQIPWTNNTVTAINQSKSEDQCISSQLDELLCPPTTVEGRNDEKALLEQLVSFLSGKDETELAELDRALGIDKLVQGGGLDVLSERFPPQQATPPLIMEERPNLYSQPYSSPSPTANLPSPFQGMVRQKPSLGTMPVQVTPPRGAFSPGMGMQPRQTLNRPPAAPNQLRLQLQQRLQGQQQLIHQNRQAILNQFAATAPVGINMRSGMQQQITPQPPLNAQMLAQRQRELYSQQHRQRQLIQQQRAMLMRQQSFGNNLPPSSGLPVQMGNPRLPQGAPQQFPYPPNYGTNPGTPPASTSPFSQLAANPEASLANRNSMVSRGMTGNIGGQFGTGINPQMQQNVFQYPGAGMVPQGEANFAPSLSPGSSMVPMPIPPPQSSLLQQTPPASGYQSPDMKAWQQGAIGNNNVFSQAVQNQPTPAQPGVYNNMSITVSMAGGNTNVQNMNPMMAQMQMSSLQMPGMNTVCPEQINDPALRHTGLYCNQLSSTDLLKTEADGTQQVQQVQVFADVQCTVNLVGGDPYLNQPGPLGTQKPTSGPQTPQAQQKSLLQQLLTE
TROY signal inh: TROY signaling inhibition; Q293 LMP1-TROYcd NF-kB luciferase reporter, 4 h; inhibition, % at 10 µM; 360,000 tested, 0.98% active; AID 1347056;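 active means compounds whose plate-normalised and pattern-corrected inhibition of the luciferase reporter signal at the single screening dose is 50% or more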
NCOA3 inh: inhibitors of human steroid receptor coactivator 3 (SRC3) | Q9Y6Q9 | HEK293 GAL4-SRC3 luciferase reporter, luminescence | inhibition, % at 3.6 µM | 360,000 tested, 0.17% active | AID 588352;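 active means inhibition above a per-campaign cutoff, the mean of all compounds plus 3 SD, cut at about 60% in these data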;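 further: 0% = DMSO-treated cells and 100% = gossypol-treated cells at 36 µM; higher means less SRC3-driven luciferase light from the GAL4 reporter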
CF NFkB block: inhibitors of cystic fibrosis induced NF-kB; KKLEB NF-kB-GFP reporter, PAF-induced, GFP fluorescence overnight; 360,000 tested, 0.86% active; inhibition, % at 5 µM;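 active means at least 50% inhibition at 5 µM, scaled per plate between neutral and stimulator controls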;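 further: PAF is a Pseudomonas aeruginosa culture filtrate used as stimulus; plate controls were PAF-stimulated DMSO wells for no effect and unstimulated DMSO wells for full effect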
SRC2 inh: inhibits human steroid receptor coactivator 2 | Q15596 | HEK293 GAL4-SRC2 luciferase reporter, luminescence | inhibition, % at 9 µM | 370,000 tested, 0.17% active | AID 651957;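 active means inhibition above the mean inhibition of all tested compounds plus 3 SD, set per campaign, cut at about 52% in these data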;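 further: 0% = DMSO treated cells and 100% = cells given Gossypol at 36 µM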
* marks the source's active call; other numbers are inactive results; . = not tested or not shown.

SMILES	COUP-TFII inh	LRH-1 inv ag	EBV LMP1 NFkB	KKLEB tox	TWEAK-Fn14 inh	C8 TRAIL sens	NCOA1 inh	TROY signal inh	NCOA3 inh	CF NFkB block	SRC2 inh
CCOc1ccc(Br)cc1S(=O)(=O)Nc1ccc(C(=O)OC(C)C(=O)N(C)c2ccccc2)cc1 (stereo unspecified)	-3	-10	-1	5	28	10	-2	31	18	16	3
COc1ccc(NS(=O)(=O)c2cccc(C(=O)N3CCN(C(=O)c4ccco4)CC3)c2)cc1	1	-2	-8	3	22	0	-1	22	-3	13	8
Cn1c(=S)[nH]c(=O)c2ncc(=O)[nH]c21	-12	6	-8	-2	-10	-3	-2	-7	-1	-2	-22
O=C(CNS(=O)(=O)c1ccccc1)N1CCN(c2ccccc2)CC1	-23	8	0	-5	-8	-19	2	40	3	8	1
COc1ccccc1C(=O)NCC(=O)OC(C)C(=O)N(C)C1CCCCC1 (stereo unspecified)	4	17	34	-39	10	-7	-2	-12	8	-6	10
CCC(C)(C(=O)NC1CCCCC1)N(Cc1ccco1)C(=O)c1cnccn1 (stereo unspecified)	0	10	5	-2	-7	0	13	12	13	0	-4
O=C(Nc1ccon1)c1sc2cc(Cl)ccc2c1Cl	-25	-17	-18	-12	-8	27	-56	-25	-17	-17	-88
COc1ccc(C(=O)CC(Sc2ccccc2N)c2ccc(OC)cc2)cc1 (stereo unspecified)	-9	-67	-73	-20	80*	18	-53	13	-58	13	-29
CS/C(=C(/C#N)S(=O)(=O)c1ccc(Cl)cc1)N1CCOCC1	-11	1	0	5	10	15	6	-9	0	15	11
CCN(CC)S(=O)(=O)c1ccc(NC(=O)CSc2cccc[n+]2[O-])cc1	.	16	1	-1	-1	-11	-17	-6	-5	8	.
Cc1cc(C)n(CCOc2ccc(Br)cc2)n1	12	-9	3	10	-11	-17	7	4	6	-20	-7
CCCCn1c(N)c(N(C)C(=O)CCCn2c(=O)oc3ccccc32)c(=O)[nH]c1=O	-5	-1	2	13	-16	-3	-5	8	4	3	8
CC1(C)CC(=O)C(C2c3ccccc3S(=O)(=O)c3ccccc32)C(=O)C1	3	-4	3	9	23	-4	4	-13	13	14	5
CC(=O)Nc1ccc2sn(-c3ccccc3)c(=O)c2c1	6	19	-2	-1	-13	4	-12	-51	10	32	-20
COc1ccc(Cl)cc1C(=O)NNC(=O)CNC(=O)c1ccc(C)s1	-10	15	2	5	-10	-1	-7	5	-43	-2	-9
S=c1[nH]nc(Cn2nnc3ccccc32)n1-c1ccc(Cl)cc1	11	-7	2	0	2	-6	-30	7	7	-11	-31
CCCCNc1c(-c2ccc(OC)c(SC(C)CC)c2)nc2cnccn12 (stereo unspecified)	9	8	0	-5	8	7	-5	-4	-22	-9	-25
CC(=O)c1ccc(NC(=O)CSc2nnc(NC(=O)CN3CCOCC3)s2)cc1	9	-9	-2	-2	-10	9	-70	-5	-9	5	-3
COc1ccc2cc(C(=O)c3ccccc3)c(=O)oc2c1	-50	-61	-15	-1	-23	19	-50	-43	-13	-7	-58
OC(c1ccc(Cl)cc1)c1ncc(-c2ccccc2F)[nH]1 (stereo unspecified)	0	-59	.	-7	-13	-5	-19	-34	-23	11	-51

Sorted by the number under COUP-TFII inh (rising): 3 from the list above.
| canonical_smiles | COUP-TFII inh |
| --- | --- |
| Cn1c(=S)[nH]c(=O)c2ncc(=O)[nH]c21 | -12 |
| COc1ccc(C(=O)CC(Sc2ccccc2N)c2ccc(OC)cc2)cc1 (stereo unspecified) | -9 |
| CC(=O)c1ccc(NC(=O)CSc2nnc(NC(=O)CN3CCOCC3)s2)cc1 | 9 |

The list goes on.
SMILES	COUP-TFII inh	LRH-1 inv ag	EBV LMP1 NFkB	KKLEB tox	TWEAK-Fn14 inh	C8 TRAIL sens	NCOA1 inh	TROY signal inh	NCOA3 inh	CF NFkB block	SRC2 inh
Cc1cccc(NCc2n[nH]c(=S)n2-c2ccccc2)c1	-17	-7	-4	4	-4	-5	-3	-1	20	-6	-60
Cc1ccc(OCC(=O)NCCNC(=O)c2ccncc2)cc1C	-11	14	-2	10	-16	2	5	5	5	4	-12
O=C(O)COCc1nc2ccccc2[nH]1	-3	-14	-6	8	-9	-1	5	0	10	-7	-2
O=C(C1CC(=O)N(c2ccccc2)C1)N1CCN(c2ccccc2F)CC1 (stereo unspecified)	1	-7	11	-8	1	2	-29	1	5	20	-3
CCOC(=O)N1CCC(NC(=O)COc2cc(=O)n(C)c3ccccc23)CC1	-12	-6	2	0	-29	9	-9	0	-14	-27	-17
CC(=O)O/N=C(/C)c1ncc(C(F)(F)F)cc1N1CCOCC1	-6	11	9	7	0	2	0	-10	-15	-10	-28
Cc1ccccc1Cn1cc(C)c(=O)[nH]c1=O	4	9	-9	-2	2	-11	3	-7	-3	-3	-28
CC(C)CC(C(=O)O)N1C(=O)C2C3CC(C2C1=O)C1C(c2ccccc2)c2sc(=O)[nH]c2SC31 (stereo unspecified)	10	-8	-7	9	-11	28	7	-4	18	1	-10
CCN1C(=O)[C@@H]2[C@@H](c3ccc(-c4cccc(Cl)c4)c(OC)c3)N3CCCC[C@@]3(C(=O)OC)[C@@H]2C1=O	21	-1	6	-23	-11	11	9	2	11	27	7
C/C(=N\NC(=O)C(O)(c1ccccc1)c1ccccc1)c1ccc(C)o1	13	-19	-44	4	-16	-2	-19	-3	12	-9	-16
O=C(NC(=S)Nc1ccc(F)cc1)c1ccc2c(c1)OCCO2	-44	-172	-42	-18	42	20	-71	45	-64	-2	-37
COc1cccc(NC(=S)N(CCN2CCCCC2)Cc2ccco2)c1	-7	-12	6	-9	4	2	-15	-37	18	3	-14
CC1CCCN(C(=O)c2ccc(S(=O)(=O)N3CCC(c4nc5ccccc5s4)CC3)cc2)C1 (stereo unspecified)	10	-16	14	-4	57*	13	15	52*	1	5	8
Cn1c(SCC(=O)Nc2ccccc2C(F)(F)F)nc2c(c1=O)SCC2	10	20	8	1	23	-7	-26	7	3	-18	5
Cc1ccc(S(=O)(=O)N2CCOCC2)cc1NC(=O)COC(=O)c1cnccn1	-13	-30	-6	-13	-4	12	3	1	-7	32	-5
COc1ccccc1NS(=O)(=O)c1cc(NC(=O)CCC(=O)c2cccs2)ccc1Cl	17	-13	4	-6	36	5	4	13	11	2	6
CC(Oc1ccc(Br)cc1)C(=O)Nc1cc(Cl)ccc1N1CCN(C)CC1 (stereo unspecified)	2	5	-11	-12	-15	6	3	0	-2	5	-4
COc1cc(NC(=S)Nc2ccc(S(=O)(=O)N3CCOCC3)cc2)cc(OC)c1OC	9	10	4	-3	-16	-1	0	-18	-17	8	7
Cc1ccc(CNC(=O)Cc2ccc(-n3c(=O)[nH]c4ccsc4c3=O)cc2)cc1	12	28	6	-12	13	-8	8	16	10	24	5
CN(Cc1ccccc1F)C(=O)C(Cc1ccccc1)NC(=O)c1ccccc1 (stereo unspecified)	.	-14	2	1	7	10	17	13	6	-6	.
CN1C(=O)NC(c2cccc(F)c2)C2=C1CC(C)(C)CC2=O (stereo unspecified)	4	-4	-3	6	2	-10	-15	14	6	-6	-14
C/C(=N\NC(=O)c1cccc(N/N=C(\C)c2ccncc2)c1)c1ccncc1	-28	-5	-12	7	-25	24	-67	-23	-10	-20	-37
COc1cc(/C=N/n2c(C)nc3ccccc3c2=O)cc(OC)c1O	-11	2	15	2	5	7	-16	10	-2	11	3
Cc1nc(Nc2nc(CSc3ccc(Cl)cc3)cc(=O)[nH]2)nc2ccccc12	10	3	-1	2	-5	-15	-16	-7	-2	-1	-2
C/C(=N/NC(=O)c1ccncc1)c1ccc(NC(=O)c2ccc(Cl)cc2Cl)cc1	-36	-79	-25	-4	-42	-4	-63	-38	-82	1	-44
O=C(CN1CCN(c2ccc(Cl)cc2)CC1)Nc1ccc(F)c(F)c1	-12	-10	-11	-8	12	-5	-8	8	15	11	-11
O=C(NCCN1CCCC1=O)Nc1ccccc1	-10	-16	0	6	-11	-3	-3	11	-5	5	-38
O=C(CN1CCN(S(=O)(=O)c2ccc(Br)s2)CC1)NCC1CCCCC1	-15	-10	-7	4	-27	-12	0	-9	6	-3	24
CCC(Sc1nc(C)cc(C)n1)C(=O)Nc1nccs1 (stereo unspecified)	-9	-14	3	1	7	-10	2	-5	2	10	10
Nc1c(C(=O)N/N=C/c2ccc([N+](=O)[O-])cc2)cnn1-c1ccccc1	-29	-4	-9	0	-13	19	-22	-25	-10	16	-1
Nc1c(Cl)ncnc1N/N=C/c1cccc(O)c1	-5	-4	1	-3	6	-10	2	1	2	-11	2
CCn1c(SCC(=O)Nc2cccc(C)n2)nc2c1c(=O)n(C)c(=O)n2C	-8	21	1	-2	19	-6	3	25	19	14	-12
Cc1onc(-c2c(Cl)cccc2Cl)c1NC(=O)NNc1ccccc1	-1	-19	10	4	-2	-1	7	-2	1	-14	11
COc1ccccc1NC(=O)CSc1nnc(CCNC(=O)c2ccc(C)cc2)n1C	5	-14	-11	-5	-6	10	-5	-18	-19	12	-7
CNC(=O)c1c(NC(=O)c2ccc(N3C(=O)CCC3=O)cc2)sc2c1CCC(C)C2 (stereo unspecified)	17	-3	1	-8	-14	-5	-5	-16	21	10	14
COCCNC(=O)C1(C)CCCN(C(=O)c2cccc(OC(F)(F)F)c2)C1 (stereo unspecified)	4	-18	.	6	-13	-14	-3	-7	-3	11	19
O=C(c1ccco1)N1CCN(C(=O)C2CCCc3c2[nH]c2ccc(Cl)cc32)CC1 (stereo unspecified)	-12	-12	19	5	66*	16	-68	.	-93	-23	-14
CCOC(=O)c1c(Cc2ccccc2)c[nH]c1C	-16	-46	-17	9	-6	-3	-12	0	-29	2	-5
Cc1occc1-c1nnc(SCC(=O)NCc2cccs2)n1CC1CCCO1 (stereo unspecified)	0	9	1	2	6	-4	-9	19	-18	-3	-24
O=C(c1cnn2c(C(F)F)cc(C3CC3)nc12)N1CCCC1	2	-8	3	-1	-2	-21	1	2	1	-1	11
O=C(O)C1C(C(=O)O)C1(c1ccccc1)c1ccccc1 (stereo unspecified)	6	16	5	-7	0	-1	8	-9	15	13	-13
Cc1cccc(N2C(=O)N(c3ccccc3C)C3CS(=O)(=O)CC32)c1 (stereo unspecified)	-12	-16	-8	1	-3	-7	3	10	-1	6	-6
COc1ccc(CN(C(=O)CSc2nnc(-c3ccccc3F)o2)c2ccc(F)cc2)cc1	.	-6	1	4	13	14	4	12	-6	3	.
Oc1ccc(-c2csc(Nc3cccnc3)n2)cc1	-5	7	2	14	-15	5	-4	-37	-28	-29	-32
Cc1ccc(NC(=O)c2ccc(NC(=O)c3ccccc3)cc2)cc1C	-12	16	8	-18	-11	33	-1	4	6	-18	-28
N#Cc1c(C(F)(F)F)cc(C2CC2)nc1N1CCCC1	8	18	-16	-3	22	-4	-5	-8	0	3	9
Cc1cc(C)cc(CC2CC(=O)N(c3cc(C)ccc3C)C2=O)c1 (stereo unspecified)	18	2	2	2	1	-6	-10	-7	-4	-20	9
COc1ccc2[nH]cc(CCNC(=S)NC3CCCC3)c2c1	8	15	-2	-15	-34	3	8	5	16	2	3
